# miR-122 sensor = inhibitors of miR-122 in Huh7 cells. Huh7 miR-122 Renilla luciferase sensor, 48 h; neutral wells = 0, positive control = 100. activation (reporter increase), % at 12.5 µM. 340,000 tested, 0.3% active;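 active = mean replicate activation score at least 90 and every replicate individually at or above 90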;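 also: higher luciferase means less miR-122 activity so hits act as miR-122 inhibitors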
# Active calls of the source: *; [ ] = another dose, or the depositor's remark. Some of the compounds tested (hit frequency here may not be typical).
item	SMILES	miR-122 sensor
1	CC(=O)Nc1ccc2[nH]c(C)c(CC=C(Cl)Cl)c(=O)c2c1	15
2	CCN(CC)S(=O)(=O)c1ccc(S(=O)(=O)Nc2ccc(C(=O)N3CCCC3)cc2)cc1	-2
3	CCC/C(=N/NC(=O)c1csc(C)c1C)c1ccc(Cl)s1	-2
4	O=C(Nc1ccccc1)c1ccc(S(=O)(=O)N2CCOCC2)cc1	-5
5	Cn1c(N)c(C(=O)CSc2nc3ccccc3n2-c2ccccc2)c(=O)n(C)c1=O	0
6	CC(C)OC(=O)c1c(N)n(CCCN2CCOCC2)c2nc3ccccc3nc12	-2
7	CC1CCCC(C)N1S(=O)(=O)c1ccc(NC(=O)CNCC2CCCO2)cc1 (configuration not stated)	31
8	CCNC(=S)N(Cc1cccs1)Cc1cc2cc(OCC)ccc2[nH]c1=O	6
9	O=C(CCCSc1ccccc1)Nc1nc(-c2ccccn2)cs1	7
10	COc1ccc(S(=O)(=O)n2ccnc2)c2cccnc12	-8
11	O=C(c1ccc(Cl)cc1)c1coc2ccc(O)cc12	-10
12	COc1ccc(-c2cc(C(F)(F)F)nc(S(C)(=O)=O)n2)cc1	8
13	COc1ccccc1NS(=O)(=O)c1ccc(C)c(C(=O)NCC2CCCO2)c1 (configuration not stated)	3
14	Cc1ccn2cc(CSc3ccccc3)nc2c1	3
15	C=CCn1c(N2C(=O)CC(Cc3ccccc3)C2=O)nc2ccccc21 (configuration not stated)	-3
16	Cc1oc(/N=C/c2ccc3c(c2)OCO3)c(C#N)c1C	-5
17	CCOC(=O)Cn1c2c(c(-c3ccccc3OC)cc1=O)CCCC2	1
18	O=C(CSCc1ccccc1)Nc1cccc(C(=O)Nc2ccc(C(=O)O)cc2)c1	3
19	COCc1nnc(NC(=O)CCCOc2ccccc2OC)s1	6
20	NC(=O)c1cc[n+](CC2=C(C(=O)O)N3C(=O)[C@@H](NC(=O)C(c4ccccc4)S(=O)(=O)[O-])[C@H]3SC2)cc1 (some centres not stated)	-4
21	COc1ccc(S(=O)(=O)N(CC(=O)Nc2ccc(S(=O)(=O)N3CCOCC3)cc2)c2ccccc2)cc1	2
22	C/C(=C1/SC(=S)N(CCC(=O)O)C1=O)c1ccc(O)cc1	-4
23	O=C(NC1CCCCCC1)C1c2ccccc2C(=O)N1Cc1ccco1 (configuration not stated)	0
24	CC(NC(=O)c1ccc2c(c1)OCCO2)C(=O)O (configuration not stated)	-5
25	COc1ccc(C(=O)Nc2nc3cc(OC)c(OC)cc3c(=O)[nH]2)cc1	4
26	CC(=O)c1cccc(NC(=O)C2CCN(S(=O)(=O)c3c(C)n[nH]c3C)CC2)c1	3
27	COC(=O)c1ccc(NC(=O)Nc2ccc(C)cc2)cc1	2
28	CCCC(=O)Nc1ccc(-c2ccc(NC(=O)CCC)cc2)cc1	-3
29	CCCCCCCC(=O)NN1CCOCC1	-1
30	CCOc1ccc(Cl)cc1/C=N/NC(=O)CNC(=O)c1ccccc1	-2
31	COc1ccc(S(=O)(=O)N2CCC(C(=O)NCC3CCCO3)CC2)cc1 (configuration not stated)	9
32	Cc1ccc(S(=O)(=O)N2CCN(C(C(=O)Nc3ccc(F)cc3)c3ccccc3)CC2)cc1 (configuration not stated)	-10
33	COC(=O)c1ccc(S(=O)(=O)N2CCC(c3nc4ccccc4o3)CC2)cc1	2
34	CCn1nc(C)c(/C=N/NC(=O)c2ccc3c(c2)c(C)c(C)n3Cc2ccccc2)c1C	-6
35	COCC(=O)Nc1ccc2c(c1)OC[C@H](C)N(C(C)=O)C[C@@H](C)[C@@H](OC)CN(C)C2=O	1[16.7 µM]
36	Cc1cc2ccccc2n2c(SCC(=O)NCc3cccs3)nnc12	-4
37	Cc1ccc(NC(=S)NNC(=O)c2nn(C)c(C)c2Cl)cc1	9
38	C[N+](C)(C)CC/C=C1/c2ccccc2CSc2ccccc21	2
39	CCOC(=O)c1ccc(N2CN(CC)CNC2=S)cc1	-1
40	COc1cccc(-c2cc(C(=O)N3CCN(C(c4ccccc4)c4ccccc4)CC3)no2)c1	1
41	OC(COc1c(Br)cc(Br)cc1Br)CN1CCOCC1 (configuration not stated)	-2
42	CN1CCc2c(c3ccccc3n2C)C1	-1
43	Cc1cc(=O)n2ccccc2c1C#N	-1
44	CCOC(=O)n1c(=O)oc2ccc(Cl)cc21	-9
45	NCCN1CCN(CCN)CC1	-4
46	Cc1ccc(SC(c2ccccc2)C(Cn2cncn2)C(=O)c2ccccc2)cc1 (configuration not stated)	-1
47	CCc1ccc(NC(=O)CCn2c(=O)oc3ccccc32)cc1	1
48	CCOC(=O)c1ccc(NC(=O)CSc2nnc(-c3cccs3)n2CC)cc1	-5
49	CCCn1c(SCC(=O)N2CCCc3ccccc32)nnc1-c1ccccn1	-7
50	CSc1nc(C)c2c(n1)N(c1ccc(C(C)C)cc1)CC2	2
51	Cc1ccc(NC(=O)Nc2ccc(C(=O)N3CCOCC3)cc2)cc1	11
52	CC1=Nn2c(nnc2-c2n[nH]c3c2CCC3)SC1	-21
53	COc1ccc(Cl)cc1C(=O)NC(=S)Nc1cc(-c2nc3ccccc3[nH]2)ccc1C	1
54	Cc1ccc(-n2c(=O)cc(N3CCc4ccccc4C3)[nH]c2=O)cc1	0
55	Cc1ccc2cc(-c3noc(C(C)(C)C)n3)c(=O)[nH]c2c1	206*
56	CCN1CCN(C(=O)C2c3cc(OC)c(OC)cc3C(=O)N3CCc4ccccc4C23)CC1 (configuration not stated)	-8
57	COc1ccc([N+](=O)[O-])cc1/C=N/NC(=O)/C(=C\c1cccs1)NC(=O)c1ccccc1	-4
58	O=c1c(O)c(-c2cccs2)oc2ccccc12	-6
59	CCCn1c(SCC(=O)NCCc2ccccc2)nnc1-c1ccccn1	-3
60	O=C(CSc1nnc(-c2ccco2)o1)c1ccc(F)c(F)c1	-5

# Other structures
item	SMILES	miR-122 sensor
61	COC(=O)C(Cc1ccc(OC(=O)c2ccc(C)cc2)cc1)N1Cc2ccccc2C1=O (configuration not stated)	-12
62	NC(=O)C1(c2ccccc2)CCOCC1	5
63	O=c1c2c3c(sc2n2cnnc2n1CCc1ccccc1)CCCC3	3
64	Cc1ccc(CNS(=O)(=O)c2ccc3oc(C(=O)O)c(C)c3c2)cc1	1
65	CS(=O)(=O)N1N=C(c2ccc(Br)cc2)CC1c1ccc2c(c1)OCO2 (configuration not stated)	70
66	CCOC(=O)c1c(C)n(C)c2ccc(OC)c(NC(=O)CCN3CCSCC3)c12	20
67	Cc1ccc(-c2c(C)n([O-])c3c([n+]2=O)CCCCC3)o1	0
68	CC(=O)Nc1c(C)ccc(CNC(=O)COc2cc(C)ccc2C)c1C	5
69	O=C(Cn1ncc2c(=O)oc3ccccc3c21)N1CCCc2ccccc21	-6
70	Cc1ccccc1OCC(=O)N/N=C/c1cc2ccccc2nc1Cl	-6
71	N#Cc1c(-c2ccccc2)nc(SCc2nc(N)nc(N3CCCCC3)n2)[nH]c1=O	0
72	CCCCn1c(Cl)nc2c1c(=O)n(C)c(=O)n2C	-1
73	Cc1ccccc1C(=O)N/N=C/c1ccc([N+](=O)[O-])s1	5
74	CC(C)NS(=O)(=O)c1ccc(NC(=S)NC(=O)c2ccc(-c3ccccc3)cc2)cc1	-1
75	CC(=O)SCC(C)C(=O)NCc1ccccc1 (configuration not stated)	-8
76	COc1ccc(S(=O)(=O)CCC(=O)N2c3ccccc3CC2C)cc1 (configuration not stated)	2
77	CCNc1ccc(Br)cc(C(=O)/C=C/c2ccc3c(c2)OCO3)c1=O	-2
78	COC(=O)CNc1n[nH]c(=S)[nH]c1=O	-4
79	Cc1cc(=O)n(CNC(=O)c2ccccc2)c(=S)[nH]1	5
80	COc1ccc2cnn(-c3ccc(C)cc3)c(=O)c2c1OC	-2
81	Cc1cccc(-c2noc(CCCOc3ccc(Cl)cc3Cl)n2)c1	9
82	COc1ccc(C(=O)NCc2cccnc2)cc1	-1
83	COc1ccc(C(CCNC(C)c2ccccc2)c2ccc(F)cc2)cc1 (configuration not stated)	11
84	CC(Sc1nnc(COc2ccc3ccccc3c2)n1C)C(=O)O (configuration not stated)	11

# Reprinted at random: two entries already listed, in no set order.
item	SMILES	miR-122 sensor
77	CCNc1ccc(Br)cc(C(=O)/C=C/c2ccc3c(c2)OCO3)c1=O	-2
73	Cc1ccccc1C(=O)N/N=C/c1ccc([N+](=O)[O-])s1	5

# The results go on:
item	SMILES	miR-122 sensor
85	CCSc1nc(C)c(CC)c(C)c1C(N)=O	-3
86	C=CCNC(=O)C1CC(=O)N(c2ccc(OCC(=O)Nc3ccc(Cl)c(C(F)(F)F)c3)cc2)C1 (configuration not stated)	-7
87	CCc1ccc(C(=O)/C=C/Nc2ccc(S(=O)(=O)Nc3onc(C)c3C)cc2)cc1	-1
88	Cc1cc(C)n(-c2ccc(N3CCOCC3)nn2)n1	-1
89	CC(=O)c1ccccc1Oc1nc(CN2CCOCC2)nc2scc(-c3cccs3)c12	25
90	CN=C1S/C(=C\c2ccc(N3CCOCC3)c(F)c2)C(=O)N1C	-7
91	CCOC(=O)N1CCN(c2nc(-c3ccccc3)c3ccccc3n2)CC1	-3
92	COc1cc(/C=C2/C(=N)N3OC(C)=CC3=NC2=O)ccc1OCCOc1ccc(C)cc1	-5
93	CCN(CC)CCn1c(NCc2cccc(OC)c2)nc2ccccc21	11
94	COc1ccc(CCNC(=O)CC2Nc3cc(C)c(C)cc3NC2=O)cc1OC (configuration not stated)	-2
95	Cc1c(-c2ccccc2)nc(-c2ccccc2)[nH]c1=O	-2
96	CSc1nc2ccccc2n1CC(=O)Nc1ccccc1	-1
97	COc1ccc(Cl)cc1N(CC(=O)NCC(C)C)S(=O)(=O)c1ccc(C)c([N+](=O)[O-])c1	-1
98	COc1ccc(CC(=O)NC2=NCCS2)cc1	-2
99	CCOC(=O)c1nn(-c2ccc(F)cc2)c(C)c1C(C)=O	2
100	COCCCn1c(SCC(N)=O)nnc1-c1ccccc1	-4
101	N/C(=N\OC(=O)c1cccc(Cl)c1)c1cccnc1	-4
102	O=C(NC1(C(F)(F)F)C(=O)Nc2c1c(=O)[nH]c(=O)n2Cc1ccccc1)c1ccc(Cl)cc1 (configuration not stated)	2
103	COc1ccc(OC)c(NC(=O)c2ccc(S(=O)(=O)N3CCN(C)CC3)cc2)c1	-1
104	CNc1oc(C)nc1S(=O)(=O)c1ccccc1	15
105	COc1ccc(CNC(=O)C(c2ccco2)N(C(=O)CNS(=O)(=O)c2ccccc2)c2ccccc2C)cc1 (configuration not stated)	20
106	CCCCCCNC(=O)C(C(=O)OCC)C1CCCCC1 (configuration not stated)	11
107	CC(=O)Nc1ccc(S(=O)(=O)NCc2ccc(C(=O)NCCN3CCCCCC3)cc2)cc1	-3
108	Cn1ccnc1SCC(=O)N(C1CCCCC1)C1CCCCC1	-5

# A different layout for part of the listing above:
107. CC(=O)Nc1ccc(S(=O)(=O)NCc2ccc(C(=O)NCCN3CCCCCC3)cc2)cc1
  miR-122 sensor: -3
97. COc1ccc(Cl)cc1N(CC(=O)NCC(C)C)S(=O)(=O)c1ccc(C)c([N+](=O)[O-])c1
  miR-122 sensor: -1
100. COCCCn1c(SCC(N)=O)nnc1-c1ccccc1
  miR-122 sensor: -4
102. O=C(NC1(C(F)(F)F)C(=O)Nc2c1c(=O)[nH]c(=O)n2Cc1ccccc1)c1ccc(Cl)cc1 (configuration not stated)
  miR-122 sensor: 2

# Next section:
item	SMILES	miR-122 sensor
109	CC(=O)NCCC(=O)NCc1ccc(F)cc1	0
110	O=C(NCCCN1CCN(c2cccc(Cl)c2)CC1)c1cccc(N2CCCC2=O)c1	7
111	CCOC(=O)CSc1nc2ccccc2n1C(=O)OCC	3
112	O=C(c1ccccc1F)N1CCN(c2cccc(C(F)(F)F)c2)CC1	-14
113	CCCCC(CCC(=O)O)(C(=O)OCC)c1csc(Nc2ccccc2)n1 (configuration not stated)	0
114	Cc1nc2ccc(Nc3nc4cc(S(=O)(=O)N5CCOCC5)ccc4o3)cc2s1	16
115	CC1CCN(CC(O)COC2CCC(C(C)(C)C)CC2)CC1 (configuration not stated)	6
116	CCOC(=O)CNC(=O)CSc1ncnc2c1cnn2-c1ccc(C)cc1	1
117	COc1ccc(Oc2nc(-c3ccccc3)ncc2S(=O)(=O)c2ccccc2)cc1	-6
118	COC(=O)c1ccc(NN=Nc2ccc(C)cc2)cc1	0
119	CCn1nccc1C(=O)Nc1ccc(Cl)cc1Cl	2
120	COC(=O)c1ccc(Cl)c(NC(=O)CN2CCC(C)CC2)c1	2
121	COc1cc(/C=N/NC(=O)c2ccoc2C)cc(OC)c1O	-7
122	COc1ccccc1NC(=O)CSC1=NC(=O)C(NC(C)=O)C(=O)N1 (configuration not stated)	-1
123	Cc1ccc(C(=O)CN2CCC(NC(=O)C3CCCCC3)CC2)cc1	3
124	CC(=O)Nc1ccc(S(=O)(=O)Oc2ccc(C(=S)N3CCC(O)CC3)cc2)cc1	-3
125	C=CCn1c(SCC(=O)Nc2nnc(CC)s2)nnc1-c1ccco1	4
126	c1cc2c3c(cccc3c1)C(N1CCCCCC1)=N2	2
127	CCOC(=O)N1CCN(C(=O)CCc2c(C)nc3c(c(C)nn3-c3ccc(C)c(C)c3)c2C)CC1	-3
128	COc1ccc2cc(/C=N/NC(=O)c3c(Cl)cnn3C)c(Cl)nc2c1	-6
129	OCCCc1nc2n(n1)C(c1ccccc1)C=C(c1ccccc1)N2 (configuration not stated)	3
130	CC(=O)c1c(N2CCCC2)nc(=S)n(-c2ccccc2)c1C	-3
131	CCOc1cc(/C=C2/C(=N)N3OC(C)=CC3=NC2=O)ccc1OCCOc1ccccc1	-13
132	Cc1cc(C(=O)NNC(=S)NCc2ccccc2)cs1	-2
133	COc1cccc(-c2cc(C(F)(F)F)nc(N3CCOCC3)n2)c1	-8
134	COc1cc(C2NC(=O)c3ccccc3O2)cc(OC)c1OC (configuration not stated)	4
135	CCCN(C(=O)CSc1nnc(-c2ccoc2C)n1N)C1CCS(=O)(=O)C1 (configuration not stated)	-5
136	COc1ccc(-c2nn(CC(=O)N(C)C)c(=O)c3ccccc23)cc1	-1
137	COc1ccc(/C=N/NC(=O)c2cc(C)on2)c2ccccc12	-4
138	CC(C)NC(=O)C(=O)NC1CCCCCC1	4
139	Cc1ccccc1NC(=O)C(=O)NCc1ccccn1	2

# Source: PubChem BioAssay
